# Compound activity from PubChem BioAssay.
# 14-3-3 Bad PPI = inhibitors of 14-3-3 zeta/Bad binding, primary screen, biochemical, TR-FRET, bovine 14-3-3 zeta. TR-FRET 14-3-3zeta/Dy647-pBad peptide displacement, 1 h. 0.71% of 220,000 active. AID 781, 2007. inhibition, % at 21.7 µM;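 active means inhibition above about 70%, limit read from the data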;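 further: 0% = full 14-3-3 plus peptide FRET controls and 100% = background without 14-3-3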
# Target sequence (P63103 whole entry, looked up): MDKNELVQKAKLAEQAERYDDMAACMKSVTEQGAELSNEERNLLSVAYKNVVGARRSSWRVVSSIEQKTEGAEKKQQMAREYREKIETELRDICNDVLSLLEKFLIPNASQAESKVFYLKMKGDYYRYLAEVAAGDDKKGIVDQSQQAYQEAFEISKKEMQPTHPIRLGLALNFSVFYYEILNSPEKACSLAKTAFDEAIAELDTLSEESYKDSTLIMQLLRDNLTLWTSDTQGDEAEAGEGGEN
# FXIIa inh = human FXIIa protease inhibitors, primary screen, biochemical, 1536-well; Coagulation factor XII (Homo sapiens), P00748; purified FXIIa, Boc-QGR-AMC fluorogenic substrate, 2 h; inhibition, % at 5 µM; 0.3% of 220,000 active; in the data active means inhibition above about 40%;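 further: 0% = enzyme with no compound and 100% = blank without enzyme; many of its hits are not listed in these tables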
# hK5 inh = human KLK5 protease inhibitors, primary screen, biochemical, 1536-well. inhibition, % at 5 µM. recombinant hK5, fluorogenic AMC substrate cleavage. 0.59% of 210,000 active. AID 873, 2007;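 active means inhibition of 40% or more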;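 further: 0% = enzyme controls without compound and 100% = no-enzyme blanks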
# Target sequence (Q9Y337 67-293 limits assumed): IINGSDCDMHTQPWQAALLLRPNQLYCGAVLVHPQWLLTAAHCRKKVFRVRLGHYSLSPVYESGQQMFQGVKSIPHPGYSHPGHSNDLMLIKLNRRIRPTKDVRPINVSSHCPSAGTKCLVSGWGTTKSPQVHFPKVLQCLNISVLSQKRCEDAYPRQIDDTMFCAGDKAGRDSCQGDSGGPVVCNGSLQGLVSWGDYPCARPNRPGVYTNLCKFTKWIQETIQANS
# FXIa inh = human FXIa protease inhibitors, primary screen, biochemical, 1536-well. 0.14% of 220,000 active. Coagulation factor XI (Homo sapiens), P03951. purified FXIa, Boc-Glu-Ala-Arg-AMC fluorogenic substrate. inhibition, % at 5 µM. AID 798, 2007;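 active means inhibition of at least 40%; inactive means inhibition below 40%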;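 further: fluorescence of freed AMC excited at 355 nm; 0% = enzyme without compound and 100% = no enzyme blank; many of its hits are not listed in these tables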
# Wee1 degr inh = Wee1 degradation inhibitors, primary screen, cell-based, HeLa, Wee1K328M-luciferase, luminescence. reporter increase, % at 5 µM. HeLa Luc-Wee1K328M stability; 100% = proteasome inhibitor MG132 effect. 1.2% of 220,000 active;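 active means activation above the mean of all tested compounds plus 3 SD, set per screening run, cut at about 8.8% in these data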;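 further: cells exposed to compound for 20 h before luminescence read; 0% = DMSO alone and 100% = MG132 at 30 µM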
# Target sequence (P30291 whole entry K328M): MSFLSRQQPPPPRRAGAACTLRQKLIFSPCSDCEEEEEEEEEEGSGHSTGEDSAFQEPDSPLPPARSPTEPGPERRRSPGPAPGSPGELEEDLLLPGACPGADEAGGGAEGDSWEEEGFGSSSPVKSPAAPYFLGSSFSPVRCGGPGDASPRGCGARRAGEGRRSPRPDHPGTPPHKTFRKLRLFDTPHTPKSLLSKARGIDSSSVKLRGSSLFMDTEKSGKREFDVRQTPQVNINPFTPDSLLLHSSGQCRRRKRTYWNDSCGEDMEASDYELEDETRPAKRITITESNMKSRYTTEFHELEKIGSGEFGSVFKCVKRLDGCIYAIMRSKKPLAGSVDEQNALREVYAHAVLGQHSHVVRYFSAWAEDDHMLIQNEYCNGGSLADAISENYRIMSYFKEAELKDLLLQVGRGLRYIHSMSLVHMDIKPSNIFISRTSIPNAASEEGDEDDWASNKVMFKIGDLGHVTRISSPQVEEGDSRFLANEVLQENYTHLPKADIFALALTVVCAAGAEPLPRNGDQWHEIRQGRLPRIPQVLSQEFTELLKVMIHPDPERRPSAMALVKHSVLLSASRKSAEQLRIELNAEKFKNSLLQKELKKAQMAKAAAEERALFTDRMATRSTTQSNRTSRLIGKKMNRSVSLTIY
# Hck-Nef inh = inhibitors of Nef-activated human Hck kinase, primary screen, biochemical, Z-Lyte FRET, 384-well, Hck-YEEI. Tyrosine-protein kinase HCK (Homo sapiens), P08631. Recombinant Hck-YEEI plus Nef, Z-Lyte FRET kinase assay. inhibition, % at 20 µM. 0.68% of 220,000 active. AID 463187, 2010;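 active means Hck-Nef kinase inhibition above about 50%, limit read from the data; inactive means inhibition below that limit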;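 further: 0% = DMSO with Hck plus Nef and 100% = Hck alone without Nef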
# thrombin 1536 = human alpha-thrombin inhibitors, primary screen, counter-screen for coagulation protease inhibitor project, biochemical, 1536-well, fluorogenic AMC substrate; Prothrombin (Homo sapiens), P00734; AID 1046, 2008; 0.26% of 220,000 active; Boc-VPR-AMC fluorogenic substrate cleavage; inhibition, % at 5 µM;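 active means inhibition at or above 40%; inactive means inhibition below 40%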;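 further: 0% = enzyme with no compound and 100% = wells without enzyme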
#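 Material: human alpha-thrombin protein; Also added: Boc-VPR-AMC substrate, 15 µM final; Timing: enzyme reaction carried out at room temperature; Signal: fluorescence, ex 355 nm, em 460 nm; Measure: % inhibition of thrombin; Controls: enzyme without compound as high, wells lacking enzyme as low.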
# Runt-CBFb FRET = inhibitors of RUNX1 Runt–CBFb binding, primary screen, biochemical, FRET, Cerulean-Runt, Venus-CBFb, uHTS. Cerulean-Runt/Venus-CBFb FRET ratio 530/480, 1 h. inhibition, % at 20 µM. 0.46% of 220,000 active. AID 1496, 2009;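 active means inhibition over about 50% at 20 µM in the single-dose screen, limit read from the data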;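 further: 0% = DMSO wells and 100% = excess unlabeled CBFb competitor control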
#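 Assay system: Cerulean-Runt domain / Medium: Tris 50 mM pH 7.5, KCl, K2SO4, 0.01% BSA / Timing: protein complex preformed 1 h, compound exposure 1 h, room temperature, dark / Measured by: FRET, excitation 422 nm, emission at 530 and 480 nm / Evaluation: loss of energy transfer signal / Control set: 5 µM unlabeled CBFb as full-inhibition high control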
# Runt-SMMHC FRET = inhibitors of RUNX1 Runt–CBFb-SMMHC binding, primary screen, biochemical, FRET, Cerulean-Runt, Venus-CBFb-SMMHC, uHTS; inhibition, % at 20 µM; AID 1434, 2008; 0.74% of 220,000 active; Cerulean-Runt/Venus-CBFb-SMMHC FRET ratio 530/480, 1 h;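 active means mean inhibition across duplicate retests at 20 µM reaching about 50%, limit read from the data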;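 further: 0% = DMSO wells and 100% = wells with excess untagged CBFb-SMMHC; inhibitors lower the FRET ratio by blocking Runt binding to CBFb-SMMHC; some results filed as inactive read as strong as hits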
# * = called active by the depositor; / = no result given; [ ] = remark or other dose.
SMILES,14-3-3 Bad PPI,FXIIa inh,hK5 inh,FXIa inh,Wee1 degr inh,Hck-Nef inh,thrombin 1536,Runt-CBFb FRET,Runt-SMMHC FRET
O=c1c2ccccc2c(/C=N/c2nnc(Cc3ccccc3)s2)c(O)n1-c1ccc(Cl)cn1,5[fluorescence artefact?],5,-6,-6,0,-5,-1,-2,13
CC(C)c1ccc(COc2ccc(C(=O)N3CCOCC3)cc2)cc1,3,13,5,4,-1,10,/,-3,-1
CCN(CC)c1ccc(S(=O)(=O)Nc2cc(Cl)ccc2Cl)cc1NC(=S)NC(=O)C1CCCC1,12,22,30,10,-2,1,11,11,16
O=c1ccc2ccc(Oc3ccc([N+](=O)[O-])cc3[N+](=O)[O-])cc2o1,-1,12,-9,4,1,6,-10,9,15
Cc1cccc(N(CC(=O)NC2CCCC2)C(=O)c2cc3cc4cccc(C)c4nc3s2)c1C,-3,18,4,1,-1,1,4,-2,-2
CC(=O)Nc1c(NC(C)C)c2ccccc2oc1=O,-7,12,-5,-4,-2,-1,-4,0,2
CCOC(=O)c1[nH]ncc1CN1CCCC(C(=O)c2ccc(OC)cc2C)C1 (stereo not drawn),-17,13,/,3,4,0,0,-4,0
COc1cccc(CNc2ncn[nH]2)c1OCc1ccccc1F,11,6,-7,-3,-3,-2,5,-2,-1
COC(=O)Nc1nnc(Cc2ccc(OC)cc2)s1,-5,7,16,29,-2,-1,0,-2,1
O=C(Nc1cc2nn(-c3ccccc3)nc2cc1Cl)c1ccco1,20,0,4,2,0,11,-6,7,-2
OCc1n[nH]c(CO)n1,-10,15,7,1,5,-8,3,-1,0
O=C(CCCN1C(=O)c2cccc3cccc(c23)C1=O)N1CCN(c2ccccc2O)CC1,2[fluorescence artefact?],-3,-22,-5,-1,2,-13,-2,1
CCN(CC)c1ccc(C(=O)OCc2c(C)noc2C)cc1,3,7,1,2,-1,20,-5,-4,0
COc1ccc(NC2=NCCC2)cc1,0,-10,-9,-3,-3,-1,-4,-2,-7
COC(=O)c1ccc(NC2c3ncccc3C(=O)N2Cc2cccs2)cc1 (stereo not drawn),1,9,6,6,-3,21,10,1,0
CCOc1ccccc1-n1c(COc2ccc(C)cc2)nnc1SCC(N)=O,3,2,4,1,-4,-3,-2,1,1
Cn1nnnc1SCC(=O)c1c(N)n(C)c(=O)n(C)c1=O,7,4,-6,1,0,3,-4,2,9
COc1cccc(CNC(=O)CCC2CCCN(Cc3ccc4c(c3)CCO4)C2)c1 (stereo not drawn),-12,2,-4,-4,1,15,-10,0,-1
CCCCNCc1cc(OCC)c(OCC(N)=O)cc1Br,-8,11,-24,-4,-1,0,0,2,-4
COc1ccc(C2/C=C\CN(C(=O)NC(C)C)CC(=O)N2Cc2ccc(F)cc2)cc1 (stereo not drawn),0,5,1,0,/,30,3,0,1
COc1ccc(C(=O)c2cnc(/N=C/N(C)C)s2)cc1,-10,19,-5,8,1,13,4,4,12
CC(C(=O)OCc1nnc(-c2ccccc2)o1)N1C(=O)c2ccccc2C1=O (stereo not drawn),5,-2,-10,-24,-2,-5,-6,-3,-7
COc1ccc(N2CCN(C(=O)Cn3nnc(-c4cccs4)n3)CC2)cc1,7,9,-24,1,-2,0,1,-1,1
Cc1nnc(SCC(=O)N(C)C2CCCCC2)s1,4,3,1,-3,4,14,-13,0,-1
Cn1ccnc1SCC(=O)Nc1ccc2nc(SCC(=O)NC3CC3)sc2c1,9,5,-5,-3,2,0,-1,10,2
CN1CCC(=NNC(=O)C(=O)NC2CCCC2)CC1,4,-11,2,-4,3,-3,-14,2,-1
CCC(CC)c1ncc[nH]1,-1,10,1,-1,-2,27,1,0,-1
O=c1[nH]c(CSc2nnc(Cc3ccccc3)o2)nc2ccccc12,6,7,-12,-3,2,11,4,0,-2
O=C(OCC(=O)N1CCCCC1)c1ccccc1SCC(=O)N1CCCCC1,-3,-2,-5,2,2,26,-7,0,-1
COc1ccc(/C(C)=N/N=C2/NC(=O)CC(C(=O)O)S2)cc1 (stereo not drawn),2,0,0,5,4,2,5,-1,-2
CN(CCCNC(=O)CN1C(=O)CC(C)(C)S(=O)(=O)c2ccccc21)C1CCCCC1,-7[fluorescence artefact?],5,-12,2,-1,-21,-7,4,0
COc1ccc(C2/C(=C(\O)c3cc(C)ccc3C)C(=O)C(=O)N2CCN(C)C)cc1OC (stereo not drawn),1,12,-4,1,0,-1,0,1,4
C=CCn1c(SC)nnc1-c1cccc([N+](=O)[O-])c1,-8[fluorescence artefact?],5,-3,-4,4,2,-2,-3,-2
O=C(NCc1ccc(N2CCCC2=O)cc1)c1cn(CCc2ccccc2)nn1,-5,-2,1,-3,-1,-2,-1,1,0
O=C1CC(c2ccccc2)N1c1ccccc1 (stereo not drawn),-5,-3,2,-6,-1,1,-4,-1,0
C=CCOC(=O)Nc1snnc1C,12[fluorescence artefact?],24,-1,17,-1,-3,-4,0,-5
COc1ccc(OCC(=O)Nc2ccccc2C(=O)N2CCCC2)cc1,6[fluorescence artefact?],1,-4,-3,0,6,-8,-4,1
O=C(NCC1(c2ccccc2)CCCC1)C1(c2ccccc2)CCCC1,-5[fluorescence artefact?],15,1,6,2,10,1,-4,-3
C=CC[C@H]1Cc2c(cccc2[N+](=O)[O-])[C@H](CC=C)N1,-8,6,-40,-8,0,8,-2,/,1
Cn1[nH]c(=O)c2ccccc2c1=O,-2,18,-14,0,-2,-10,-7,2,-8
O=C(Cc1cccs1)N/N=C\c1ccc([N+](=O)[O-])s1,-17,17,/,5,1,-3,4,5,-2
CCC(C)Cn1c(O)cc2nn(-c3nc4ccccc4s3)c(=O)c-2c1C (stereo not drawn),-6,9,-18,1,-5,44,-1,-8,-13
Nn1c(SCC(=O)Nc2ccc(F)cc2F)nnc1-c1cccnc1,-8,34,41*,10,3,10,34,0,1
O=S1(=O)CCN2C=C(Cl)C=C(Cl)C2=N1,-1,27,37,29,1,13,4,2,-2
CCCCCn1c(CN2CC(C)OC(C)C2)nc2c1c(=O)n(C)c(=O)n2C (stereo not drawn),/,/,/,/,0,-2,/,-2,-3
Cc1c(C(=O)OCC2CCCO2)[nH]c2c1C(=O)CC(c1ccc(N(C)C)cc1)C2 (stereo not drawn),3,12,-10,6,-4,-6,-5,2,-2
Cn1c(=O)c(=O)n(C)c2cc(S(=O)(=O)NCCOc3ccccc3Cl)ccc21,-4,4,-6,-7,6,21,-12,-2,-3
COc1ccc(C(=O)CN2C(=O)NC(C)(c3ccccc3)C2=O)cc1OC (stereo not drawn),0,16,0,-1,5,1,3,0,4

# A different layout for some results above.
SMILES | 14-3-3 Bad PPI | FXIIa inh | hK5 inh | FXIa inh | Wee1 degr inh | Hck-Nef inh | thrombin 1536 | Runt-CBFb FRET | Runt-SMMHC FRET
O=S1(=O)CCN2C=C(Cl)C=C(Cl)C2=N1 | -1 | 27 | 37 | 29 | 1 | 13 | 4 | 2 | -2
CCCCCn1c(CN2CC(C)OC(C)C2)nc2c1c(=O)n(C)c(=O)n2C (stereo not drawn) | / | / | / | / | 0 | -2 | / | -2 | -3
Cc1c(C(=O)OCC2CCCO2)[nH]c2c1C(=O)CC(c1ccc(N(C)C)cc1)C2 (stereo not drawn) | 3 | 12 | -10 | 6 | -4 | -6 | -5 | 2 | -2
Cn1c(=O)c(=O)n(C)c2cc(S(=O)(=O)NCCOc3ccccc3Cl)ccc21 | -4 | 4 | -6 | -7 | 6 | 21 | -12 | -2 | -3

# Additional records.
SMILES,14-3-3 Bad PPI,FXIIa inh,hK5 inh,FXIa inh,Wee1 degr inh,Hck-Nef inh,thrombin 1536,Runt-CBFb FRET,Runt-SMMHC FRET
CCn1cc(CNC(=O)c2c(-c3c(Cl)cccc3Cl)noc2C)c(C)n1,-19[fluorescence artefact?],12,-19,10,3,6,3,0,1
Nc1c(C(=O)OCC2CCCO2)c2nc3ccccc3nc2n1C1CCCCC1 (stereo not drawn),-13,8,2,2,-2,2,1,24,67*
CN(C)S(=O)(=O)N1CCC(CO)(CCc2ccccc2)CC1,-8,3,-2,8,1,13,-6,-1,-1
O=C(NC1CCCC1)C1CCCN1S(=O)(=O)c1cccc2cccnc12 (stereo not drawn),4,20,1,7,4,0,-1,-1,0
O=C(O)C1CSC(c2ccc3c(c2)OCO3)N1 (stereo not drawn),-5,13,0,2,2,29,1,0,1
Cc1ccc(-c2cn(-c3ccccc3)c(SCC(N)=O)n2)cc1C,-1,12,6,3,-1,2,-7,-1,-3
Cn1c(SCC(=O)Nc2cc(C(C)(C)C)nn2-c2ccccc2)nc2ccccc21,-12[fluorescence artefact?],3,-3,-1,-1,-16,-1,0,5
S=c1[nH]nc(-c2ccc(Cl)cc2)n1Cc1ccccc1,-9[fluorescence artefact?],28,-14,19,-2,-16,3,8,19
O=C(Nc1cc(Cl)ccc1N1CCOCC1)c1cnccn1,-2[fluorescence artefact?],-7,1,-4,1,-5,1,-3,2
CC(=O)Nc1ccc(S(=O)(=O)Oc2ccc(/C=N/NC(=O)c3ccc(Cl)cc3)cc2)cc1,-2,14,-5,-5,4,0,-6,3,-2
CC(C)(C)NC(=O)CN(C(=O)C1CSC(=O)C1)c1ccc2c(c1)OCCO2 (stereo not drawn),-2,-7,-15,2,-2,0,0,-2,-3
CC(CSc1nnnn1-c1ccccc1)Cn1c(N2CCCC2)nc2c1c(=O)[nH]c(=O)n2C (stereo not drawn),-5[fluorescence artefact?],11,-6,8,-2,3,3,-2,-1
CSC1=NCCN1S(=O)(=O)c1ccccc1,-2,7,3,-5,2,21,-4,0,3
CC(=O)N(Cc1ccccc1)c1ncc2c(n1)c(=O)c(C#N)c1ccccn12,/,13,-8,5,3,0,-1,-21,11
COC(=O)c1nc(N)sc1-c1ccccc1,-8,6,6,7,-3,1,3,1,-3
Cc1cc(NCCOCCO)n2ncc(-c3ccc(Cl)cc3)c2n1,13,6,3,1,6,1,-3,2,-2
Cc1ncoc1C(=O)N1CCCC(C(=O)c2cccc(C(F)(F)F)c2)C1 (stereo not drawn),-7,13,4,0,-3,20,-5,0,-1
O=C(CN1CCCCC1)Nc1ccccc1NC(=O)CN1CCCCC1,0,1,9,-12,1,6,4,2,1
CCOc1cc(CO)cc(Br)c1OCC(N)=O,0,8,3,0,7,2,-5,-2,-1
CCOC(=O)N1CCC(N2CCCC(CO)(Cc3ccccc3C)C2)CC1 (stereo not drawn),-3,0,-6,-7,0,13,-9,0,3
Cc1[nH]nc2c1C(c1ccccn1)N(c1ccc(Br)cc1)C2=O (stereo not drawn),-4[fluorescence artefact?],8,-3,2,-1,2,1,-1,-3
O=C(CN1CCCCCCC1)Nc1cc(Cl)cc(Cl)c1,-3,1,-7,-3,0,12,-12,0,1
